WT yeast gro inh – growth inhibition of WT strain, primary screen, mitochondrial fusion inhibitor project, WT and mutant strains, chemical genetic; 2.1% of 190,000 active; inhibition, % at 10 µM; mitochondrial fusion phenotypic screen; in the data active = inhibition above about 58%; tested in S. cerevisiae
RSV antiviral HEp-2 – RSV antiviral activity via CPE protection, HEp-2 cells, primary 10 µM value included (AID 2391). HEp-2 cells, RSV-induced CPE inhibition; higher % means a stronger effect. CPE inhibition, % at 10 µM; hits with a dose series show IC50 in µM. 0.13% of 310,000 active; in the data active = a potency from the dose series; inconclusive = CPE inhibition mostly from about 23% at the one dose, without a potency; inactive = the rest, 99 in 100 with CPE inhibition below about 21%; also: strong numbers were not always called active
XIAP displacement – XIAP antagonists, biochemical, IAP family, fluorescence polarization (AID 1018). displacement, % at 20 µM, or IC50 in µM where a hit was titrated. E3 ubiquitin-protein ligase XIAP (Homo sapiens). 0.007% of 200,000 active. XIAP BIR domain, fluorescence polarization peptide displacement; higher % means a stronger effect; in the data active = displacement above about 50%; also: a part of the inactive calls stands beside numbers as strong as those of hits
West Nile antiviral – West Nile virus antiviral activity, cell-based, CPE readout (AID 1621); West Nile virus-infected cells, CPE inhibition; higher % means a stronger effect; CPE inhibition, % at 10 µM, or IC50 in µM where a hit was titrated; 0.02% of 290,000 active; in the data active = a potency from the dose series; inconclusive = CPE inhibition mostly from about 3.7% at the one dose, without a potency; inactive = the rest, 99 in 100 with CPE inhibition below about 2.2%; also: strong numbers were not always called active
SV40 large T antigen – SV40 large T antigen inhibitors, biochemical (AID 1903); SV40 large T antigen ATPase/helicase inhibition assay; higher % means a stronger effect; inhibition, % at 20 µM; hits with a dose series show IC50 in µM; 0.39% of 310,000 active; in the data active = a potency from the dose series; inconclusive = inhibition mostly from about 32% at the one dose, without a potency; inactive = the rest, 99 in 100 with inhibition below about 32%; also: strong numbers were not always called active
UTI89 phage lysis – inhibition of K1F phage lysis, E. coli UTI89, bacterial capsule biogenesis inhibitors, alamar blue (AID 488966) | 0.02% of 340,000 active | E. coli UTI89 K1F phage lysis, alamar blue, 2 h; higher % means a stronger effect | inhibition, % at 100 µM, or IC50 in µM where a hit was titrated;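 active = phage lysis inhibition, versus mean bacterial control, above a set limit; inconclusive = no clear call, values can overlap the other calls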;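 also: capsule biogenesis inhibitors block K1F phage lysis so surviving cells raise fluorescence; higher fluorescence means more inhibition of phage lysis; actives were called in the ten point dose series up to 300 µM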
CSM14.1 death rescue – rescue of cells from ER stress-induced death, primary screen, 384-well, CSM14.1, thapsigargin, ATP luminescence (AID 1222); CSM14.1 thapsigargin-induced death rescue, ATP luminescence; higher % means a stronger effect; cellular ATP content (survival), % at 20 µM, or EC50 in µM where a hit was titrated; 190,000 tested, under 10 active;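 active = EC50 below 50 µM in the dose-response confirmation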;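 also: death triggered by thapsigargin at about 15 µM added after 2 h compound pretreatment; cell ATP read after overnight thapsigargin exposure of roughly 18 to 22 hours; normalized against plate controls of thapsigargin alone and 5% DMSO vehicle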
Yfh1-off respiration – enhancers of respiration in Yfh1-depleted yeast, dose response, Friedreich's ataxia, plus single-dose screen (AID 1465) | S. cerevisiae Yfh1-off respiration, WST-1 reduction, 72 h; higher fold induction means a stronger effect | one-dose fold induction at 50 µM; EC50 in µM for titrated hits | 0.074% of 220,000 active;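 active = fold induction of absorbance versus untreated yeast above a set limit, then at least 30% activation at any dose in follow-up; inconclusive = repeats straddling the limit, or above it without dose testing; inactive = fold induction below the set limit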;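 also: activators that raise dye reduction in frataxin-depleted yeast; strong numbers were not always called active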
Dengue-2 NS5 capping – Dengue-2 NS5 methyltransferase inhibitors, primary screen, biochemical, confirmation dose response (AID 588689); inhibition, % at 25 µM; hits with a dose series show IC50 in µM; 0.3% of 340,000 active; Dengue-2 NS5 methyltransferase capping enzyme assay, biochemical; higher % means a stronger effect; in the data active = a potency from the dose series; inconclusive = inhibition above about 29% without an active follow-up result
WT yeast gro inh mutant strain – recorded beside WT yeast gro inh, whose call it bears; inhibition, %; mitochondrial fusion phenotypic screen, mutant strain inhibition
Dengue-2 NS5 capping pilot replicate – also measured in Dengue-2 NS5 capping; calls as there; inhibition, %; measured here: pilot screen replicate inhibition
* hit, by the source's call; i = inactive; ? = inconclusive; / = no result given; & = joins results of further samples; [ ] = dose if it differs, or a comment. No enrichment for hits; about 2.2% have a hit in one of these screens.

SMILES	WT yeast gro inh	WT yeast gro inh mutant strain	RSV antiviral HEp-2	XIAP displacement	West Nile antiviral	SV40 large T antigen	UTI89 phage lysis	CSM14.1 death rescue	Yfh1-off respiration	Dengue-2 NS5 capping	others
CC12CCC(C(=O)N/N=C/c3ccc(O)cc3O)(OC1=O)C2(C)C (stereo unspecified)	/	/	0.5%	/	-0.7%	/	0.2%	/	i	4%
CCN(CCCNS(=O)(=O)c1ccc2c(c1)CCN2C(C)=O)c1cccc(C)c1	4	2	3.5%	-6.6%	-0.4%	11%	-0.1%	0.8%	i	-3%
NNc1nc2c(-c3ccc(F)cc3)nnn2c2ccccc12	34	46	4.9%	-9.7%	-0.7%	11%	0.4%	/	i	-41%
COC(=O)COc1ccc(C(=O)OC)cc1	-7	-23	1.3%	2.8%	0.5%	-1%	0.5%	/	i	-1%
CC1CCN(C(=O)c2cccc(S(=O)(=O)N3CCCc4ccccc43)c2)CC1	/	/	?	/	/	15%	0.3%[50 µM]	/	/	-3%
COc1ccc(/C=N\NC(=O)COc2ccc(C(C)(C)C)cc2)cc1Cn1nc(C)cc1C	-17	-14	2.0%	-8.4%	-0.3%	5%	0.5%	-2.4%	i	-3%
CCCS(=O)(=O)Nc1cccc(-c2nc3cccnc3s2)c1	/	/	12%	/	0.1%	5%	0.0%[50 µM]	/	i	-9%
CCOc1ccc(/C=N/NC(=O)c2c(C)n(C)c3ccc(OC)cc23)cc1	-6	-3	1.2%	-1.9%	-0.2%	7%	0.0%[50 µM]	5.2%	i	-3%
CCOC(=O)CSc1nnc(N)s1	5	14	1.4%	-4.4%	0.5%	10%	0.1%	0.4%	i	2%
Cc1cc(=O)[nH]c(SCc2cc(=O)n3nc(C)sc3n2)n1	1	1	2.4%	-5.8%	0.3%	14%	-0.8%	-0.9%	i	-1%
Nc1ccc(C(=O)OCC(=O)N2CCOCC2)cc1[N+](=O)[O-]	-3	3	2.6%	-9.7%	-0.3%	4%	0.0%	4.5%	i	-3%
O=C(c1ccc(-c2cccc(C(F)(F)F)c2)o1)N1CCCCCCC1	/	/	4.3%	/	/	9%	-0.7%[50 µM]	/	/	4%
Cc1ccccc1SC1CCN(C(=O)C2CCC(=O)N(C3CC3)C2)CC1 (stereo unspecified)	/	/	0.0%	/	-1.1%	2%	0.6%	/	/	2%
Cc1cccc(OCC(=O)Nc2ccccc2N2CCN(C)CC2)c1	/	/	-1.5%	/	-0.8%	6%	0.1%	/	/	-3%
CC(C)c1nnc(NC(=O)CCC(=O)N2CCN(c3ccccc3F)CC2)s1	/	/	0.5%	/	-0.4%	12%	0.0%	/	/	-3%
COc1cccc(/C=N/NC(=O)C(=O)N2CCCCCC2)c1O	/	/	1.2%	/	-0.1%	29%	0.8%	/	/	2%
Cc1c(C(=O)CN2CCSCC2)c2ccccc2n1C	2	-16	0.4%	-3.4%	-0.6%	7%	-0.5%	-1.3%	i	-6%
COC(=O)Nc1ccc2c(c1)N(C(=O)CCN1CCOCC1)c1ccccc1S2	-3	4	-1.7%	-8.4%	-0.1%	7%	0.1%	-3.1%	i	-3%
CC(C)n1cc(CN2CCC(n3nccc3NC(=O)Cc3ccccc3)CC2)cn1	/	/	0.0%	/	-0.3%	11%	0.0%	/	/	1%
OC(CNC1Cc2ccccc2C1)COc1ccc(F)cc1 (stereo unspecified)	/	/	/	/	-0.3%	7%	-0.4%	/	i	-11%
COc1ccc(Cn2c(-c3ccc(OC)cc3)nc3ccccc32)cc1	55	24	5.1%	-15%	/	6%	0.0%	-0.6%	/	-2%
Cc1cc(C)n(CC(=O)n2c(C)c(C)c3ccccc32)n1	-8	-10	0.0%	-2.0%	0.1%	-3%	0.5%	-1.2%	i	-3%
CCOc1ccc(NC(=O)c2cccs2)c([N+](=O)[O-])c1	9	6	3.2%	-5.6%	/	1%	-0.8%	-0.2%	/	-1%
COC(=O)CSc1nnc(CNC(=O)c2ccccc2F)n1-c1ccc(F)cc1	-10	-4	1.5%	-7.9%	0.4%	7%	0.9%	-0.5%	i	-1%
COc1ccc(CCNc2cc(C)nc(N)n2)cc1OC	/	/	0.0%	/	0.1%	5%	-1.0%[50 µM]	/	/	-1%
COc1cc(/C=N/NC(=O)CCc2c(C)n[nH]c2C)cc(OC)c1OC	-22	-55	2.5%	-3.3%	0.6%	8%	2.5%	-1.2%	i	-6%
CCCCn1c(CCc2ccccc2)nc2cc3[nH]c(=O)c(C(C)C)nc3cc21	/	/	-1.2%	/	0.5%	14%	-1.2%	/	/	8%
CCCC1O[C@@H]2C[C@H]3[C@@H]4CCC5=CC(=O)C=C[C@]5(C)[C@H]4[C@@H](O)C[C@]3(C)[C@]2(C(=O)CO)O1 (stereo partly specified)	5	-9	4.0%	-7.0%	1.2%	8%	4.2%	0.8%	i	9%
O=C(Nc1cccc(C(=O)O)c1)/C(=C\c1ccco1)NC(=O)c1ccc(Br)o1	/	/	0.9%	/	0.5%	12%	0.2%	/	/	2%
Cc1cc(C)n(-c2c(F)c(F)c(CO)c(F)c2F)n1	2	22	-0.3%	0.2%	-0.1%	5%	2.0%	-2.3%	i	-7%
CN1CCN(CCOc2ccc(-c3ccccc3)cc2)CC1	/	/	-2.3%	/	-1.1%	-5%	0.2%	/	/	-5%	Dengue-2 NS5 capping pilot replicate=-0.6
CC(C)=CC(=O)Nc1c(C)cc(C)cc1Cl	4	-6	2.4%	0.2%	-0.2%	-21%	-0.1%	-0.5%	i	-2%
Cc1cc(C)c(S(=O)(=O)c2ccccc2)c(=O)[nH]1	/	/	3.2%	/	0.6%	1%	0.2%	/	/	0%
Cc1ccc(C(=O)N2CCCC(Nc3cccc(F)c3)C2)cc1N1CCNC1=O (stereo unspecified)	/	/	1.6%	/	-0.4%	13%	0.3%	/	/	-5%
CCO/N=C1\C(=O)N(c2ccccc2)c2ccccc21	-6	15	11%	-1.7%	-0.6%	22%	-0.1%	-0.1%	i	1%
COc1ccc(CNC(=O)Cn2nc(C)n3cccc3c2=O)cc1	/	/	1.4%	/	0.4%	8%	0.1%	/	/	-13%
Cc1ccc(S(=O)(=O)N(C)C)cc1NC(=O)COc1ccccc1C(=O)Nc1ccccc1	/	/	?	/	/	5%	0.6%[50 µM]	/	/	-4%
COc1ccc(/C=N/NC(=O)c2ccc(COCC(F)(F)C(F)F)cc2)cc1	-6	-20	0.7%	-14%	-0.6%	1%	2.5%[50 µM]	0.3%	i	2%
COc1ccccc1CNc1cc(CSc2ccc(Cl)cc2)nc(C)n1	46	31	0.4%	-5.3%	0.7%	9%	0.9%[50 µM]	-0.5%	i	-3%
CCCCCCOc1ccc(/C=c2\s/c(=C(/C#N)C(=O)NCc3ccco3)n(-c3ccccc3)c2=O)cc1	-6	-15	0.1%	-2.2%	0.6%	1%	0.1%	2.3%	i	-8%
CC(=O)N1CCN(C2=NC(=O)C(=C3CCCCC3)S2)CC1	-20	-1	1.8%	-19%	0.1%	5%	-0.1%	0.1%	i	3%
COc1ccc(NC(=O)CSc2nnc(-c3ccccc3F)n2C2CC2)cc1S(N)(=O)=O	-20	0	0.8%	-6.0%	0.3%	22%	1.7%	0.0%	i	-4%
Cc1c(N=C2Nc3cccc4cccc2c34)c(=O)n(-c2ccccc2)n1C	-8	11	0.9%	-2.8%	-0.3%	5%	0.2%	-1.0%	i	-72%&-34%
Cc1ccc(S(=O)(=O)NNC(=O)c2cnn(-c3ccc(Cl)cc3)c2C(F)(F)F)cc1	/	/	15%	/	-0.7%	2%	-1.6%	/	i	5%
O=C(OCCNc1ncc(C(F)(F)F)cc1Cl)c1ccc(S(=O)(=O)N2CCOCC2)cc1	-4	4	1.4%	-19%	0.9%	2%	-0.1%	-1.0%	i	1%
CCn1c(SCC(=O)Nc2ccc3c(c2)c2ccccc2n3CC)nnc1-c1ccco1	-3	10	48%	-5.5%	/	4%	2.3%	5.6%	/	?
CCOc1ccc2nc(NC(=O)C34CC5CC(CC(NC(C)=O)(C5)C3)C4)sc2c1	/	/	?	/	-1.2%	18%	-1.4%[50 µM]	/	/	-1%
CCCCC(=O)Nc1nc(C)c(-c2csc(Nc3ccccc3OC)n2)s1	13	27	13%	-2.3%	-0.3%	19%	1.3%	-0.8%	i	-12%
Cc1ccc(NC(C#N)c2ccccc2OCc2ccccc2)cc1 (stereo unspecified)	-4	8	2.5%	-2.4%	/	14%	0.1%	-3.0%	/	-1%	Dengue-2 NS5 capping pilot replicate=-1.4
C=CCN=C1CC(C)(C)CC(=O)/C1=C(\O)c1ccccc1	8	6	3.1%	-3.3%	1.0%	6%	0.7%	-0.7%	i	-4%
N#Cc1c(-c2ccccc2)nc2n1CCS2	15	10	2.3%	-0.2%	-0.6%	12%	-1.0%	0.7%	i	-7%
CCOc1cc(/C=C2\C(=N)N3N=C(S(=O)(=O)CC)SC3=NC2=O)ccc1OC(=O)c1ccco1	/	/	1.0%	/	0.1%	47%	1.3%	/	/	-69%
O=C(NCCC(=O)N1CCN(c2ccccn2)CC1)c1ccc(Br)cc1	/	/	-0.3%	/	/	9%	0.7%[50 µM]	/	/	3%
COc1ccc(-c2csc(NC(=O)COc3ccc(N(C)S(=O)(=O)c4ccc(C)cc4)cc3)n2)cc1	-5	12	1.6%	-3.2%	-1.3%	9%	-3.1%	-3.6%	i	-8%
NC(=O)SCC(=O)Nc1ccc(Cl)cc1	37	-8	-0.1%	-1.4%	-0.6%	16%	-0.9%	-0.2%	i	3%
COc1ccc(C(=O)/C=C/c2ccc(OC)c(O)c2)c(F)c1	-12	-10	3.9%	-8.4%	-1.3%	2%	-0.1%	-1.1%	i	-2%
COc1ccc(CCNC(=O)COc2ccc(S(=O)(=O)N3CCOCC3)cc2)cc1OC	-13	4	1.4%	0.1%	-0.1%	0%	-0.1%	0.9%	i	-4%
O=C(Nc1ccc(S(=O)(=O)Nc2ccccc2)cc1)C1CC1	/	/	9.7%	/	-1.3%	9%	-0.2%	/	/	-2%
O=S(=O)(c1ccccc1)N1CCN=C1SCc1cccnc1	-12	-4	-0.2%	-6.6%	/	23%	0.1%	-0.8%	/	-8%
CCOC(=O)CNC(=O)CSc1nc2c(C)cccc2cc1CC	16	-13	0.7%	-1.3%	-0.8%	-1%	/	-0.7%	i	/
O=C(NCC1CCCN(C(=O)c2cscn2)C1)c1ccccc1Cl (stereo unspecified)	-14	-12	-0.4%	2.6%	-0.4%	22%	0.1%	0.5%	i	-12%

Bioassay records (PubChem)
